mcGAS inh – blocks mouse cGAS activity | inhibition, % at 12.5 µM | Q8C6L5 | 160,000 tested, 0.15% active | AID 1259399 | recombinant cGAS, Kinase-Glo ATP depletion luminescence;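 also: 0% = negative control wells and 100% = reference inhibitor with no enzyme activity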
NPYLR7 ag – activates Aedes aegypti NPYLR7 receptor; 270,000 tested, 0.15% active; activation, % at 10 µM; HEK293T NPYLR7/Galpha15, GCaMP6s calcium fluorescence; in the data active = activation above about 40%;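 also: 0% = vehicle and 100% = reference agonist at the receptor; some compounds past the cut are filed as inactive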
hcGAS inh – inhibitors of human cGAS; recombinant h-cGAS, ATP depletion, Kinase-Glo luminescence; inhibition, % at 12.5 µM; 290,000 tested, 0.081% active; AID 1259398;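 also: 0% = vehicle reaction and 100% = reaction without DNA for no activity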
Target sequence (Q8N884 whole entry, looked up): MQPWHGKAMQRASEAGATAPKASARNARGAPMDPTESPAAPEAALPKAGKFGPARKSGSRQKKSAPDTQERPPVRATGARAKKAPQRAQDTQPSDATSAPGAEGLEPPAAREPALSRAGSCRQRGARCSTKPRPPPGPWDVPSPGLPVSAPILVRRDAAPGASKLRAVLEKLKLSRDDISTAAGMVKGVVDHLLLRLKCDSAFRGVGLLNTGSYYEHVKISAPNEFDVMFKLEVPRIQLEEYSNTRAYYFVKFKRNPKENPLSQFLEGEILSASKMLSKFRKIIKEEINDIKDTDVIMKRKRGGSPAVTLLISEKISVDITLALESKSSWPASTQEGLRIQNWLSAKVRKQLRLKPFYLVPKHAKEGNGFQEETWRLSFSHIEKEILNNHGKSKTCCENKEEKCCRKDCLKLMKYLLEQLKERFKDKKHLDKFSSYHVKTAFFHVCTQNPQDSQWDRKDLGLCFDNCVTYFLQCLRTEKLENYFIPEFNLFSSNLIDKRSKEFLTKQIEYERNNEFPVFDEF
Numbers without * were called inactive; x = not tested or not shown; & = joins results of further samples. Rule as the data show it, unless noted: active = inhibition above about 40%; inactive = the rest.

smiles,mcGAS inh,NPYLR7 ag,hcGAS inh
CC(C)=C1C2C=CC1C1C(=O)N(c3ccc(C#N)cc3)C(=O)C21 (configuration not stated),-5.9,1.0,-5.8
c1ccc2oc(CN3CC[C@H]4CC[C@@H](C3)N4)cc2c1,-6.3,x,-4.8
COc1ccc2[nH]nc(C(=O)N3C[C@H]4CC=C(C)C[C@H]4C3)c2c1,-4.6,x,-2.6
CCc1ccc(NC(=O)C(=O)N2CCCN(C(=O)OC)CC2)cc1,x,-0.2,0.7
O=S(=O)(Nc1ccc(Cl)c(C(F)(F)F)c1)c1cccc2cccnc12,-5.6,0.3,-3.5
CCn1c(SCC(=O)NN=Cc2ccccc2C(=O)O)nnc1-c1ccccc1,-4.2,-5.9,-3.9
CCOc1ccc(-c2cc(C(=O)N/N=C\c3ccco3)[nH]n2)cc1OC,-2.0,0.5,-3.8
O=C(Cn1nc(-c2ccco2)c2sc(N3CCOCC3)nc2c1=O)OCc1ccccc1,-5.3,-0.8,-6.7
Cc1nc2ccc(CC(=O)Nc3c(C)cnn3C(C)C3CC3)cc2[nH]1 (configuration not stated),x,2.2,-10.0
NC(=O)C1CCCN1Cc1cc(Cl)c2c(c1)OCCCO2 (configuration not stated),-0.4,-3.9,3.5
Cc1c(C)n2c3c(=O)n(CC(N)=O)c(=O)n(C)c3nc2n1Cc1ccco1,x,12.4,-9.3
CNC(=O)NC(=O)CSc1nnc(Nc2ccc(OC)cc2)s1,-5.3,-5.9,-7.7
COc1cccc(-c2ccccc2NC(=O)C2CCN(CCC(C)c3ccc(C)o3)CC2)c1 (configuration not stated),-9.5&-0.7,17.2&-5.0,-9.7&2.8
CCCN(Cc1nccn1C)C(=O)c1oc(CC)nc1C,x,-1.3,-2.6
Cc1cccc(-n2c(SCc3ccc(C(=O)O)cc3)nnc2-c2ccccc2Cl)c1,-5.8,-7.8,-2.9
C=CCn1c(-c2cc3c(s2)CCC(CC)C3)n[nH]c1=S (configuration not stated),x,-1.9,-7.1
CN(C)c1ccc(/C=C/C=C2/SC(N)=NC2=O)cc1,-4.7,6.1,-5.4
CC(C)(C)OC(=O)N1CCN(CC(=O)O)C(=O)C1,2.6,11.7,1.5
O=C(CNC(=O)CCc1ccccc1)N=Nc1c(O)[nH]c2ccc([N+](=O)[O-])cc12,-4.8,0.8,-3.1
CCCn1c(C(=O)Nc2ccccc2C(N)=O)cc2c(=O)n(C)c(=O)n(C)c21,-0.2,-0.6,-0.9
COc1ccc(Cl)cc1S(=O)(=O)Nc1cccc(Cl)c1Cl,x,-10.3,0.9
CC(OC(=O)c1ccc(N2CCCCCC2)nc1)c1nc(C2CC2)no1 (configuration not stated),-8.5,0.7,-4.4
CCc1ccc(C(O)c2ncc(-c3ccccc3F)[nH]2)cc1 (configuration not stated),x,0.2,-12.1
CCc1nc2n(n1)C(=O)C(C(c1ccc(OC)cc1)N1CCN(c3ccccc3)CC1)S2 (configuration not stated),-7.8,-4.3,-3.3
Cc1cc(C)c2nc(N(CCn3cccn3)C(=O)c3ccc4c(c3)OCCO4)sc2c1,-9.1,-20.1,-6.4
O=C(c1nc2ccccc2s1)N(CCn1cccn1)c1nc2ccccc2s1,-1.9,-10.3,1.2
Cc1ccc(Cl)c(Oc2cc(N3CCN(C(=O)CCc4ccccc4)C(C)C3)ncn2)c1 (configuration not stated),-8.9,-6.0,-4.6
C=CCNc1nc(OC(C(F)(F)F)C(F)(F)F)nc(N2CCCCC2)n1,x,-3.0,-6.6
O=C(NCCCN1CCCCCC1)C(c1ccccc1)C1CCCCC1 (configuration not stated),x,-14.7,-3.2
O=C(CCn1cc(Cl)cn1)Nc1cnc2n1CCCC2,-22.1,-0.3,-4.2

2 consecutive records out of the list so far:
smiles,mcGAS inh,NPYLR7 ag,hcGAS inh
COc1ccc(Cl)cc1S(=O)(=O)Nc1cccc(Cl)c1Cl,x,-10.3,0.9
CC(OC(=O)c1ccc(N2CCCCCC2)nc1)c1nc(C2CC2)no1 (configuration not stated),-8.5,0.7,-4.4

Continued:
smiles,mcGAS inh,NPYLR7 ag,hcGAS inh
CC(=NNS(=O)(=O)c1ccc(Br)cc1)c1ccc(Cl)s1,x,13.0,-2.0
Cc1cccc(C(=O)N=c2scc(C)n2CC(=O)N2CCCC2)c1,-3.0,x,0.7
CCN1C[C@H]2COc3ccccc3[C@H]2N(C(=O)CC(C)C)CCC1=O,-4.5,21.3,5.3
Oc1ccc(Br)cc1C=NNc1ccc(F)cc1F,x,2.9,-1.1
CSC(=S)N/N=C(\C)c1ccnnc1,x,8.2,-6.8
COc1ccc(C(=O)N2C(C(=O)NC3CC3)COC23CCN(C(=O)Cc2ccccc2)CC3)cc1 (configuration not stated),-7.3,-0.2,-6.8
Cc1cc(C)n(CCC(=O)N(C)CCc2noc(C(C)C)n2)c(=O)n1,-10.6,-6.2,-3.2
CCCCN(CC)c1nc(-c2ccc(OCC)cc2)nc2ccccc12,-4.7,-0.6,-2.4
Cc1cc(C)c(NC(=O)Cn2ccnc2)c(Cl)c1,x,-0.4,-12.2
Cc1cc(N2CCN(c3ccccc3F)CC2)nc(SCc2cccc(C(=O)NCc3cccnc3)c2)n1,-4.6,x,-5.0
COc1cccc(NC(=O)N2CCC(Cc3ccc(F)cc3)CC2)c1,-6.4,2.0,0.5
CN(C)CCN(C(=O)c1ccc(Br)cc1)c1nc2ccc(Cl)cc2s1,-7.4,-4.0,-8.6
C=C1Cn2c(nc3sc4c(c3c2=O)CCCC4)S1,-8.5,6.2,-6.8
CCCC(Sc1nnc(-c2cc(OC)cc(OC)c2)n1-c1ccccc1C)C(=O)OCC (configuration not stated),-8.4,x,-10.7
Cc1nc(CCCNC(=O)C2CCCCn3nnnc32)sc1C (configuration not stated),x,-6.9,-5.6
Clc1ccc(-c2noc(CSc3nnc(C4CC4)n3C3CC3)n2)cc1,-1.4,1.7,3.9
O=C(O)c1coc(CN(CCc2c[nH]c3ccccc23)Cc2ccc3c(c2)OCO3)n1,-4.6,8.0,-4.4
Cc1cc(N2CCC(CCCc3ccccc3)(C(=O)O)CC2)nc(N)n1,-8.5,-0.4,0.2
Cc1cc(Br)cc(C)c1OCCn1cnc2ccccc2c1=O,x,-5.6,-5.6
CC(C)c1ccccc1N1C(=O)CSC1c1cccc(NC(=O)C2CC2)c1 (configuration not stated),-5.7,-2.6,-7.5
O=C(NCCc1csc2ccccc12)N1CCC2(CCOCC2)C1,x,14.6,-7.3
CCc1ccc(NC(=O)Cn2nc3ccc(SC4CCCCC4)nn3c2=O)cc1,0.2,1.9,-2.2
CC(NC(=O)c1ccc[nH]1)c1ccc(Oc2cccnc2)c(F)c1 (configuration not stated),-13.8,-0.5,-8.4
Cc1ccc2[nH]c(C(=O)O)c(CN3CC[C@@H]4CC[C@H](C3)N4C)c2c1,x,-2.0,-3.9
Cc1nc2sc(C)c(C)n2c(=O)c1NC(=O)c1ccc2ccccc2n1,x,37.8,-2.2
CCOC(=O)c1cccc(S(=O)(=O)NC(C)c2cnn(C)c2C)c1 (configuration not stated),-16.5,-7.1,-6.8
O=C(c1cc(F)c(F)c(F)c1F)N1CCOC(COCc2cccc(C(F)(F)F)c2)C1 (configuration not stated),x,22.7,-10.9
Cc1ccc(NC(=O)NCCn2nc(-c3ccccc3)n(C)c2=O)cc1C,x,5.7,-3.6
CCOC(=O)c1ccc(NC(=O)N(CC(=O)N(Cc2ccc3c(c2)OCO3)Cc2cccs2)C2CC2)cc1,-0.2,-1.1,2.5
COc1cccc(CN2CCC3(CC2)NC(=O)c2c(Cl)cccc2N3)c1OC,-3.7,0.4,-3.7
FC(F)(F)c1ccc(-c2nc(CSCCc3ccccc3)cs2)cc1,-6.4,4.1,-6.9
CC(C)N(C)c1nc(-c2ccccc2)nc2c1CN(C(=O)c1ccc(Br)cc1)CC2,-3.4,0.6,-13.7
CCOC(=O)C1CCCN(C(=O)c2cc(-c3ccc(F)cc3)n(-c3cccc(C)c3)c2C)C1 (configuration not stated),-3.8,-10.9,-10.0
Cc1[nH][nH]c(=O)c1CC(=O)N1CCOC2(CNCCOC2)C1 (configuration not stated),x,3.9,-5.0
CCCCCOc1ccc(C(=O)NCC(C)(C)CN(C)C)cc1OCCCCC,-4.3,1.5,-5.8
CC(=O)N1CCN(c2ccc([N+](=O)[O-])c(NC(=O)CN3CCOCC3)c2)CC1,-7.0,-4.6,-8.4
CC(C)(C(=O)NS(=O)(=O)N1CCN(Cc2ccccc2)CC1)c1ccc2c(c1)OCCO2,-11.5,2.2,-4.2
C=CC(=O)N1CCN(c2nc3cc(C)c(C)cc3nc2C(=O)OCC)CC1,-6.3,6.8,-4.5
O=C(CNC(=O)c1ccc(F)cc1)N=Nc1c(O)[nH]c2ccccc12,-5.9,-6.5,-4.0
CCCc1cc(C(=O)OCC)nn1C1CCN(C(=O)CCC2CCCC2)CC1,-2.3,26.0,-4.8

Copied from the list:
hcGAS inh, `Cc1nc2sc(C)c(C)n2c(=O)c1NC(=O)c1ccc2ccccc2n1` stands at -2.2
NPYLR7 ag, `FC(F)(F)c1ccc(-c2nc(CSCCc3ccccc3)cs2)cc1` stands at 4.1
hcGAS inh, `Cc1cc(C)n(CCC(=O)N(C)CCc2noc(C(C)C)n2)c(=O)n1` stands at -3.2
hcGAS inh, `CC(C)(C)OC(=O)N1CCN(CC(=O)O)C(=O)C1` stands at 1.5
mcGAS inh, `CCCn1c(C(=O)Nc2ccccc2C(N)=O)cc2c(=O)n(C)c(=O)n(C)c21` stands at -0.2
NPYLR7 ag, `CN(C)c1ccc(/C=C/C=C2/SC(N)=NC2=O)cc1` stands at 6.1

(cont.)
smiles,mcGAS inh,NPYLR7 ag,hcGAS inh
Cc1ccc(Cl)cc1-n1c(SCc2nc(C(=O)N[C@H]3CCCCNC3=O)cs2)nnc1-c1ccco1,-4.7,38.6,-2.4
O=C(Nc1ccccc1CN1CCSCC1)N1CCSCC1,x,-0.1,-10.4
Cc1ccc(CCNC(=O)c2ccc(-n3nc(-c4cccc(C)c4)cc3N)cc2)cc1,-5.7,-7.1,-3.9
C=CCCC1(C)N2CC3([N+](=O)[O-])CN1CC([N+](=O)[O-])(C2)C3(C)C (configuration not stated),x,6.3,-9.7
O=C(Cn1ccc(=O)[nH]c1=O)Nc1ccccc1SCc1ccccc1,x,10.0,-2.3
CNc1nnc(Sc2ncnc3ccsc23)s1,-12.7,-3.2,-6.1
CCCCN(C)c1nc(SC)ncc1CNCc1ccc(C)o1,2.4,0.0,4.6
COc1ccc(NC(=O)NCCS(=O)(=O)c2c(C)n(C)c3ccccc23)c(OC)c1,x,-1.8,5.1
c1ccc(SCc2cn3cccnc3n2)cc1,-4.1,4.3&0.8,-11.9&-11.4
Cc1ccccc1OCCn1c(C)c(/C=N\n2cnnc2)c2ccccc21,x,3.3,-3.0
COc1cccc(C)c1NC(=O)c1sc2ccccc2c1Cl,-2.8,21.7,-1.2
CCn1ccnc1CN(C)Cc1nc(-c2ccccc2)no1,-2.4,-1.6,2.6
CCN(CCO)Cc1csc2ccc(C(C)(C)C)cc12,x,5.6,-2.5
COc1ccc(C)cc1NS(=O)(=O)c1cccc(C(C)O)c1 (configuration not stated),2.2,-2.2,3.9
C/C=C/COC(=O)C1=C(C)NC(=O)NC1c1ccc(OC)cc1 (configuration not stated),x,-4.1,0.5
CCN(CC)CCNC(=O)c1cnc(C(C)(C)C)s1,x,1.9,-6.4
COc1cc(-c2cnn3c(C)c(C(=O)NCCCOC(C)C)cnc23)cc(OC)c1OC,-9.9,5.4,-17.7
O=C(O)c1cc(-c2cccc3c2OCC3)cc(S(=O)(=O)N2CCSCC2)c1,x,6.5,-2.8
Cc1occc1-c1nnc(SCC(=O)N2CCNC2=O)n1C,-5.0,10.4,-8.3
O=C(Cc1c(F)cccc1Cl)N(c1ccc(Cl)cc1)c1nc2ccc(Cl)cc2s1,-3.9,-10.5,1.6
COc1cccc(CC(C(=O)NC2C3CCCCC32)n2nnnc2C)c1 (configuration not stated),x,3.0,-3.1
COCCN(CCC#N)Cn1cc(Cl)cn1,x,-0.2,-20.5
CN(Cc1ccc(Cl)cc1)C(=O)NCc1cccnc1,x,9.4,-16.2
Cc1ccc(C)c(OCC(O)Cn2cnc3sccc3c2=O)c1 (configuration not stated),x,-1.2,-16.3
Cc1ccccc1-c1noc(CN(C)Cc2cc(C(C)(C)C)n[nH]2)n1,x,15.5,-4.3
COc1ccc(NC(=O)c2ccc(-c3ccc(C(C)=O)cc3)o2)cn1,x,5.6,-3.2
CCc1ccc(S(=O)(=O)Nc2ccc(Nc3cc(-n4ccnc4)nc(C)n3)cc2)cc1,-8.2,-10.9,-3.9
COc1ccc(/C=C2\C(=N)N3N=C(C45CC6CC(CC(C6)C4)C5)SC3=NC2=O)cc1OC,x,-0.4,-5.0
Cc1ccc(CC(=O)Nc2ccc(F)cc2CS(C)(=O)=O)cc1,x,0.5,-7.1
Cc1cnc(NC(=O)C=Cc2ccco2)s1,-4.1,4.6,1.2
COCCN1C(=O)N(C2Cc3ccccc3C2)C(=O)C12CCN(C/C(C)=C/c1ccco1)CC2,-15.2,7.5,-2.3
